Tb PFK block – blocks T. brucei phosphofructokinase; O15648; hit rate 0.17% among 330,000; T. brucei PFK, ADP-Glo luminescence; Potency, µM (doses to about 57.5 µM), without a hit: at the highest dose activity, negative = inhibition, hits mostly inhibitors;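 note: potency is the fitted concentration of half-maximal effect; 0% = uninhibited 1x PFK enzyme wells and -100% = no-enzyme wells; nearly all actives have a fitted effect of over 60% in size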
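Activity is normalized to no-enzyme wells (full inhibition) and 1.25 nM enzyme wells (no inhibition). Reaction: 0.5 mM F6P, 0.1 mM ATP, 45 min RT, ADP-Glo luminescence; concentration-response curves fitted and classed by quality.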
a7 integrin act – activators of alpha7 integrin expression for muscular dystrophy. alpha7betagal myoblasts, beta-gal FDG fluorescence, 48 h. Potency, µM (top dose mostly 38.3 µM), for the others: at the highest dose activation, actives largely listed as activators. hit rate 0.064% among 350,000. AID 624291;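 note: potency is the fitted concentration of half-maximal effect; 100% = response of the positive control SU9516; nearly all actives have a fitted effect of over 60% in size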
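Alpha7betagal+/- myoblasts (passage 13) were plated 16-24 hr, then exposed to compounds (1:260 dilution of DMSO stock) for 48 hours at 37C. After MPER lysis, β-galactosidase reporter activity was read as FDG fluorescence (ex 480/em 540) after 30 minutes.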
PKM2 activator – activators of human pyruvate kinase M2; purified PKM2, Kinase-Glo ATP luminescence, activation; response scale: 0% is enzyme alone, no compound; Potency, µM (top dose mostly 57.5 µM), inactives show at the highest dose activation, usual class: activators; P14618; AID 1631; hit rate 0.34% among 260,000; note: potency is the fitted concentration of half-maximal effect; % is set by controls: 0 for no effect and ±100 for the full control effect; nearly all actives have a fitted effect of over 55% in size
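Purified hPK-M2 (>95%) run at intermediate activity with 0.1 mM ADP and 0.5 mM PEP in 50 mM imidazole pH 7.2, KCl, MgCl2; 1 h room temperature. ATP formed read by Kinase-Glo luminescence; normalized to uninhibited and no-enzyme controls.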
BCR signal inh – chronic active BCR signaling inhibition | hit rate 0.05% among 340,000 | ABC-DLBCL IkBa-CBG/CBR reporter, luminescence ratio, 4 h | AID 493014 | Potency, µM (top dose mostly 46.1 µM), without a hit: at the highest dose ratio change, negative = lower green/red ratio, usual class: inhibitors; active = well fitted inhibition curve with a large enough effect in the signal ratio, with a control signal flat, not every such curve was filed as active; inconclusive = small, poorly fitted or top-dose-only effect, or effect the other way, or a change in a side signal; the % refers to the signal ratio;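 note: potency is the fitted concentration of half-maximal effect; plate controls were basal doxycycline-induced cells for no effect and cells given 10 µM MG132 for full effect; MG132 reads +100%, hits lower the ratio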
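TMD8 human ABC-DLBCL cells with doxycycline-inducible IκBα–green luciferase fusion and unfused red luciferase, in 0.5% FBS medium; compounds up to 46 uM, 4 h at 37C. Green/red luminescence ratio, filter-overlap corrected, fitted to concentration-response curves.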
GALK inhibitor – inhibitors of human galactokinase; Purified GALK, Kinase-Glo residual ATP luminescence; Potency, µM (top dose mostly 57.5 µM), for inactives: at the highest dose activity change, negative = inhibition, most hits filed as inhibitors; P51570; hit rate 0.007% among 270,000; AID 1868; note: potency is the fitted concentration of half-maximal effect; % is set by controls: 0 for no effect and ±100 for the full control effect
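GALK at 5 nM final was combined with compound, 35 uM ATP and 100 uM galactose in HEPES pH8.0 with MgCl2 and DTT. The reaction ran one hour at room temperature before luminescent ATP detection.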
Giardia killer – Giardia lamblia killing | Giardia lamblia trophozoite viability | AID 540267 | hit rate 0.15% among 340,000 | activity change, % at 7.66 µM, hits read low; in the data active = activity change below about -80%; inconclusive = between about -30% and that limit;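 note: parasites exposed to compound for two days anaerobically before the ATP read; % is set by controls: 0 for no effect and ±100 for the full control effect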
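Luminescence from cellular ATP indicates surviving trophozoites (100 cells/well) following 48 hrs anaerobic compound treatment at 37 deg C; signal develops 15-30 min at room temperature.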
B2AR arrestin – agonists driving beta-arrestin recruitment to human beta2-adrenergic receptor | beta-arrestin recruitment to beta2AR, cell-based reporter | Potency, µM (highest dose often 46.1 µM), inactives show top-dose activation, hits mostly activators | hit rate 0.02% among 330,000 | AID 492947;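 note: potency is the fitted concentration of half-maximal effect; 0% = DMSO controls and full agonism = EC100 isoproterenol or metaproterenol; nearly all actives have a fitted effect of over 65% in size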
S-ASM inh – blocks human secretory acid sphingomyelinase | hit rate 0.006% among 340,000 | Potency, µM (titrated, usually from 57.5 µM), without a hit: at the top dose activity change, negative = inhibition, hits mostly inhibitors | placental ASM, HMU-PC fluorogenic substrate, 60 min; note: potency is the fitted concentration of half-maximal effect
Target sequence (P17405 47-631 limits assumed): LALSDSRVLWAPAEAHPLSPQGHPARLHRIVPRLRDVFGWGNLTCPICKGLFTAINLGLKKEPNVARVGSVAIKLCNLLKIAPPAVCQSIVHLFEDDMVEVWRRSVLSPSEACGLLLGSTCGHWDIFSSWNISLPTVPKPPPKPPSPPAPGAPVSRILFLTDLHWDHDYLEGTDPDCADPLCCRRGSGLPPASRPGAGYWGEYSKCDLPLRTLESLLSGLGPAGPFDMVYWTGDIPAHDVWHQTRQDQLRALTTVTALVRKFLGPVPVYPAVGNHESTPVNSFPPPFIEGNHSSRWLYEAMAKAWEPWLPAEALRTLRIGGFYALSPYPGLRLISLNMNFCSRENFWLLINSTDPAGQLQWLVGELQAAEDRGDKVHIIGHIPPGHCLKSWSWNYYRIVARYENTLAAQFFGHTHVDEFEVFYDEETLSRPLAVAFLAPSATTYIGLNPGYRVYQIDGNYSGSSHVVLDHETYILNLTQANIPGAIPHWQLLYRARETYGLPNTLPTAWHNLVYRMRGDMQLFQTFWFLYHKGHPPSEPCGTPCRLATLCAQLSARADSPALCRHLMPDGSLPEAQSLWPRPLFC
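Steps: dispense placental human ASM, pin compound, wait 10 min at room temperature, add HMU-PC0 substrate at 9 uM final, incubate 60 min at 37 °C, add stop solution raising pH to 10, read fluorescence.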
Menin-MLL TR inh – inhibitors of human menin-MLL interaction, mutant MLL peptide; O00255; Potency, µM (series often up to 61.6 µM), for the others: at the top dose FP activity change, negative = inhibition, usual class: inhibitors; Menin + Texas Red MLL mutant peptide, fluorescence polarization; AID 1768; hit rate 0.23% among 270,000; active = well fitted inhibition curve with a large enough effect in the polarisation, with a control signal flat, not every such curve was filed as active; inconclusive = small, poorly fitted or top-dose-only effect, or effect the other way, or a change in a side signal; inactive = no such curve, though single readings can be large or run the other way; the % refers to the polarisation; note: potency is the fitted concentration of half-maximal effect; % of control where 0% means no effect; many of its hits are not listed in these tables
FBPA coupling cs – counter-screen for Giardia aldolase inhibitors: coupling enzyme system; coupling enzyme system counterscreen, AmpLite Red fluorescence; activity change, negative = inhibition, % at 58.2 µM, hits read low; hit rate 0.67% among 290,000; in the data active = activity change below about -30%; note: % is set by controls: 0 for no effect and ±100 for the full control effect
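Coupling enzymes only (glyceraldehyde-3-phosphate) + compound, at 57.5 uM final, 10 min RT; add substrate/coupling/AmpLite Red mix, 20 min RT; fluorescence ex 525/em 598 nm. Actives flag coupling-system interference.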
PTAP TSG101 blk – blocks PTAP/TSG101 interaction to inhibit HIV-1 budding | 340,000 tested, under 10 active | Potency, µM (doses to about 115 µM), for inactives: at the highest dose activity change, negative = inhibition, most hits filed as inhibitors | AID 493005 | Fluorescence polarization, FITC-PTAP peptide / Tsg101 binding; active = well fitted inhibition curve with a large enough effect in the main read-out, with a control signal flat, not every such curve was filed as active; inconclusive = small, poorly fitted or top-dose-only effect, or effect the other way, or a change in a side signal; inactive = no such curve, though single readings can be large or run the other way; note: potency is the fitted concentration of half-maximal effect; % of control where 0% means no effect
Target sequence (Q99816 whole entry, looked up): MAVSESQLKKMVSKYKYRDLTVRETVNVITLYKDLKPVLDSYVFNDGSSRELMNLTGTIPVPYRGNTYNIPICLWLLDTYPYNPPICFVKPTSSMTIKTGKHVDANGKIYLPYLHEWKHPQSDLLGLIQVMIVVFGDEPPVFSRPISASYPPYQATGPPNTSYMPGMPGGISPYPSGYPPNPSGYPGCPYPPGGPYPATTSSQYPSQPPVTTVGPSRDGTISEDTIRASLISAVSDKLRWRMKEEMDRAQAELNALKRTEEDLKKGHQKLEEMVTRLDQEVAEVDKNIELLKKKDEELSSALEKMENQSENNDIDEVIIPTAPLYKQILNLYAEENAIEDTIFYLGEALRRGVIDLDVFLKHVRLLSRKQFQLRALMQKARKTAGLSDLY
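Compounds were pin-transferred onto Tsg101 binding domain (10 uM final) in HEPES pH 7.5 buffer, then FITC-PTAP peptide was added at 50 nM final. After 20 min at RT, polarization reported peptide displacement across a qHTS concentration series.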
* marks the source's active call; other numbers are inactive results; ? = inconclusive; . = no result given; [ ] = another dose, or the depositor's remark. Unless noted, calls come from the whole dose curve; as a rule, active = well fitted curve in the direction sought with a large enough effect; inconclusive = small, poorly fitted or top-dose-only effect, or another doubt; inactive = no such curve, though single readings can be large; an effect the other way counts as inactive or inconclusive.

SMILES	Tb PFK block	a7 integrin act	PKM2 activator	BCR signal inh	GALK inhibitor	Giardia killer	B2AR arrestin	S-ASM inh	Menin-MLL TR inh	FBPA coupling cs	PTAP TSG101 blk
O=C(C1CCC(=O)N(C2CC2)C1)N1CCN(c2cccc(Cl)c2)CC1 (centres undefined)	-11%	-23%	3%	3%	0%	-15	0.1%	3%	.	.	.
Cc1ccc(NC(=S)Nc2ccc3[nH]c(=O)[nH]c3c2)cc1C	1%	0%	1%	-7%	5%	?	0.6%	3%	.	3	-1%
COc1cc(/C=C/c2[nH]c(=O)[nH]c(=O)c2[N+](=O)[O-])cc(OC)c1O	5%	0%	2%	?	3%	-2	-0.1%	-10%	?	7	-1%
O=C1Nc2c(c(=O)[nH]c(=O)n2Cc2ccccc2)C1(NS(=O)(=O)c1ccccc1)C(F)(F)F (centres undefined)	3%	?	-2%	-20%	-1%	12	-0.9%	4%	8%	-3	0%
CCC(NC(=O)Nc1cc(C)on1)(C(F)(F)F)C(F)(F)F	0%	-3%	-2%	-8%	10%	13	-0.2%	4%	.	0	0%
C[C@@H](C(=O)OCC(=O)NCCc1ccc(S(N)(=O)=O)cc1)N1C(=O)C2CCCCC2C1=O (some centres undefined)	-1%	9%	-6%	4%	7%	2	0.5%	1%	3%	-1	2%
CCOC(=O)C1=CN(Cc2ccco2)S(=O)(=O)NC1CC (centres undefined)	6%	9%	.	-6%	.	?	0.2%	9%	.	.	0%
O=[N+]([O-])c1ccc(N2CCN(S(=O)(=O)c3ccccc3)CC2)cc1NCCN1CCOCC1	3%	2%	2%	-9%	1%	13	-0.1%	-16%	8%	-1	0%
O=C(CSc1nnc(-c2ccncc2)n1Cc1ccco1)Nc1ccccc1Cl	1%	-4%	2%	-4%	7%	16	-0.9%	1%	0%	7	-4%
Cc1cccc(NC(=O)c2ccc(S(=O)(=O)NCc3ccco3)cc2)n1	1%	-55%[inhibitor]	.	-3%	.	-29	0.3%	2%	.	.	2%
COC(=O)c1ccc(NC(=O)c2ccc(OC(C)=O)c(OC)c2)cc1	-2%	7%	-41%	?	1%	-5	0.1%	3%	9%	0	-4%
COc1ccc(C2=NN(C(=O)c3cccs3)C(O)(C(F)(F)F)C2)cc1 (centres undefined)	1%	-7%	0%	?	-1%	2	-0.3%	-13%	1%	0	-1%
Cc1cc2ccccc2n2c(SCC(=O)NCc3cccs3)nnc12	7%	?	-1%	?	-1%	15	-0.2%	3%	-39%	-1	-1%
CN(CC(=O)Nc1cccc(F)c1)C(=O)/C=C/c1cn(Cc2ccccc2)nc1-c1cccnc1	0%	-34%	.	-25%	.	7	-0.1%	5%	.	.	-1%
Cc1ccc(C)n1-c1ccccc1N	-8%	.	-7%	?	1%	.	-0.7%	.	-2%	-56*	.
C=CCc1ccc(OCCOCCN(C)C)c(OC)c1	1%	0%	2%	0%	5%	-8	0.1%	-1%	-3%	2	-1%
O=C(COC(=O)c1cccc(S(=O)(=O)N2CCOCC2)c1)Nc1nc(-c2ccccc2Cl)cs1	-2%	10%	-13%	18%	0%	6	3.7%	-10%	?	.	-5%
Cc1ccc(NS(=O)(=O)c2cccc(C(=O)NCc3ccccn3)c2)cc1	1%	19%	.	3%	.	13	-0.5%	-2%	.	.	1%
CC(C)C[C@H](NC(=O)C1CC(=O)N(c2ccc3c(c2)OCO3)C1)C(=O)NC1CCCCC1 (some centres undefined)	2%	-8%	.	0%	-4%	1	0.8%	0%	.	.	-6%
Cc1ccc(CSC2=NCCN2C(=O)c2ccco2)cc1	4%	5%	16%	13%	0%	-8	0.0%	-2%	9%	1	1%
O=C(Nc1ccccc1O)c1ccc2c(c1)C(=O)N(N1C(=O)c3ccccc3C1=O)C2=O	1%	13%	0%	0%	3%	4	-0.6%	-2%	?	1	-3%
O=C(CSc1nccc(=O)[nH]1)N1CCCc2ccccc21	-10%	4%	-14%	2%	-3%	-8	0.1%	2%	14%	6	0%
CC1CCCC(C)N1CCNC(=O)CCc1nnc2n(Cc3ccccc3)c(=O)c3ccccc3n12 (centres undefined)	0%	-5%	-1%	0%	.	-23	-1.2%	1%	-11%	2	-4%
O=C(COC(=O)Cc1ccc(Br)cc1)NC12CC3CC(CC(C3)C1)C2	-4%	7%	-1%	-9%	3%	15	-0.2%	-3%	-4%	-1	-3%
CC1CCCCC1NC(=O)CCCCn1c(=O)[nH]c2ccsc2c1=O (centres undefined)	0%	-6%	0%	-5%	1%	-11	0.1%	3%	-5%	2	-3%
CCCCC(=O)Nc1cccc(NC(=O)c2cccc(Br)c2)c1	1%	-4%	5%	-1%	3%	-16	-0.3%	-3%	-2%	-5	0%
CCc1nnc(NC(=O)CSc2nnc(-c3ccccc3OC)n2-c2ccc(C)cc2)s1	-3%	5%	-1%	?	-3%	-10	-0.5%	-3%	.	5	-2%
COCCNC(=O)c1c(CSc2ccc(F)cc2)noc1C(=O)NCc1ccccc1	3%	0%	-1%	5%	3%	-2	-1.0%	-5%	-15%	-5	.
CC(=O)Nc1ccc(S(=O)(=O)Oc2ccc(C(=S)N3CCC(O)CC3)cc2)cc1	1%	-36%	-11%	-3%	-2%	3	-4.6%	.	-15%	8	-1%
COC(=O)/C(=C1/Oc2cc3c(cc2S1)OCO3)C(F)(F)F	-2%	0%	0%	9%	0%	-14	-0.2%	0%	?	1	0%
C/C(=N/NC(=O)Cc1ccccc1)c1ccc(C)s1	-3%	-12%	5%	-1%	1%	-20	-0.4%	9%	?	3	-4%
CSc1nc(N2CCCC2)c2c(c1C#N)CC(C)(C)OC2	1%	-3%	1%	3%	6%	-1	-0.3%	-2%	21%	2	-4%
CC1SC(=Nc2ccccc2)N(S(=O)(=O)c2ccccc2)C1=O (centres undefined)	-4%	32%	4%	5%	2%	-12	-0.4%	-1%	0%	0	-3%
CC(=O)N1CCN(c2ccccc2NC(=O)c2ccc(Br)o2)CC1	2%	-13%	6%	-4%	-2%	7	-0.9%	-1%	.	.	-2%
CCc1nc(CNC(=O)C2CCC(=O)N(CCc3ccc(OC)cc3)C2)cs1 (centres undefined)	-1%	-26%	6%	0%	-2%	15	-0.3%	1%	.	.	-3%
CCOC(=O)C1CCN(S(=O)(=O)c2ccc(C)cc2)CC1	-3%	-31%	14%	-23%	1%	-9	-1.0%	1%	-3%	2	-2%
O=C1CC(c2ccc3c(c2)OCO3)Sc2nc3ccccc3n21 (centres undefined)	-8%	13%	1%	-1%	-1%	-6	0.0%	0%	10%	0	-4%
COC(=O)C1(C(F)(F)F)C2C=CC(C2)N1S(=O)(=O)c1ccc(C)cc1 (centres undefined)	-3%	7%	.	7%	0%	2	-0.6%	-1%	.	2	-3%
O=C(c1cn(-c2ccccc2)nc1-c1cccs1)N(CCO)Cc1ccccc1	4%	2%	1%	6%	-1%	21	0.0%	2%	.	0	-1%
O=c1[nH]c(SCc2ccccc2[N+](=O)[O-])nc2nc[nH]c12	0%	4%	28%	-3%	5%	-19	-0.6%	5%	7%	3	-4%

This is a subset; rates above refer to the full screens.
